Assay outcomes deposited in PubChem by IUPUI and University of Michigan.
ST2 inh = inhibitors of human ST2 (IL1RL1) binding to IL-33. 78,000 tested, 2.3% active. AlphaLISA ST2-Fc/biotin-IL-33 interaction, 1 h. inhibition, % for hits at 17 µM. Q01638; in the data active = inhibition above about 30%; inconclusive = mostly about 10% to 28%
Target sequence (Q01638 whole entry, looked up): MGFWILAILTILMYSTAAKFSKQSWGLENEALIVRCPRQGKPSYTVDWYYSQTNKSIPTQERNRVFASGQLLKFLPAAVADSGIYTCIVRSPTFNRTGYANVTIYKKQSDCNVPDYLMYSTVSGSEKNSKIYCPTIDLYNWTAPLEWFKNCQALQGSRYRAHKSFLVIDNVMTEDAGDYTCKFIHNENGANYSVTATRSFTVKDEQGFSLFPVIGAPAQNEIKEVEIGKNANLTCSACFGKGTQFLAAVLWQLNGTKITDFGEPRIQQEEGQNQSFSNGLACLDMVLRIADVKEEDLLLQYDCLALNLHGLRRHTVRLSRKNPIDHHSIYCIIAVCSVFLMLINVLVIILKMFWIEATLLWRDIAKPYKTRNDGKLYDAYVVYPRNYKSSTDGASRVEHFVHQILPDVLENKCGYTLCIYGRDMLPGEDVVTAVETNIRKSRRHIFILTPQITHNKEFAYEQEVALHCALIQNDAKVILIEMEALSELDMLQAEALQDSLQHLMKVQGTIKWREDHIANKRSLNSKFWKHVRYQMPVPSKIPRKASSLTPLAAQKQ
Numbers without * were called inactive; i = inactive; ? = inconclusive. Only part of the results is shown. The share of hits here may be higher or lower than overall.

No.	SMILES	ST2 inh
1	O=[N+]([O-])c1ccc(N2CCN(Cc3ccoc3)CC2)cc1	i
2	Cn1nnc2cc(C(=O)N3CCC(CO)(CCCc4ccccc4)CC3)ccc21	?
3	COc1ccc2nc(CNC(=O)c3ncc[nH]3)[nH]c2c1	i
4	O=C1OC(C(=O)Nc2ccc(Cl)c(C(F)(F)F)c2)Cc2ccccc21 (stereo unspecified)	?
5	O=C1CCCC2=C1C(c1cccnc1)c1c(nc(SCc3ccccc3Cl)[nH]c1=O)N2 (stereo unspecified)	i
6	CC1CCN(c2cc(N3CCOCC3)c([N+](=O)[O-])cc2F)CC1	?
7	Cc1ccccc1-c1ncc(CN2CCN(C)C(C(=O)O)C2)cn1 (stereo unspecified)	i
8	Cc1cccc(C(=O)Nc2ccc(Cl)c(C(N)=O)c2)c1	i
9	C=CCOc1ccc(C2C(C(=O)OC(C)C)=C(C)N=C3SCCC(=O)N32)cc1OC (stereo unspecified)	?
10	C=CCNC(=O)c1cc(-c2ccncc2)nc2ccccc12	i
11	COc1ccc(C(C)N2CC34C=CC(O3)C(C(=O)OCC(C)C)C4C2=O)cc1 (stereo unspecified)	i
12	COCCn1c(=O)[nH]c2cc(C(=O)NCc3ccco3)ccc2c1=O	i
13	COCCN1C(=O)C(=O)C(=C(O)c2ccccc2)C1c1ccccc1 (stereo unspecified)	i
14	CC(C)(O)c1ccc2c(c1)CCC1C(C)(C(=O)O)CCCC21C (stereo unspecified)	i
15	C=CC1(C)CC2CCC3C(C)(C(=O)O)CCCC3(C)C2=CC1=O (stereo unspecified)	i
16	CCCNC(=O)CSc1nc2nc(C)c(Cc3ccc(C)cc3)c(C)n2n1	i
17	Cc1cc(C)n2c(Br)c(CN3CCC(C(N)=O)CC3)nc2n1	i
18	COc1cc(F)c(CN2CCCC2c2ccc(F)cc2)cc1OC (stereo unspecified)	?
19	Cc1cc([N+](=O)[O-])ccc1NC(=O)c1ccccc1-c1ccccc1C(=O)O	i
20	Cc1cccc(Cn2c(CCc3ccccc3O)n[nH]c2=O)c1	i
21	O=[N+]([O-])c1cc(C=Nc2ccc(N3CCOCC3)cc2)ccc1Cl	48%*
22	CC(=O)Nc1c2c3c(cccc3n(C)c1=O)C(=O)c1ccccc1-2	?
23	Cc1cccc(CSc2nc(-c3cccs3)nc3c2c(=O)n(C)c(=O)n3C)c1	i
24	CCOC(=O)C1=C(C)Nc2ncnn2C1c1ccccc1 (stereo unspecified)	i
25	Cc1ccc(C2CC(C(F)(F)F)n3nc(C(=O)N4CCCCC4)cc3N2)cc1 (stereo unspecified)	i
26	Cc1nc2c(c(NC3CCN(S(=O)(=O)c4ccccc4)CC3)n1)CNC2	?
27	CCN(CC)c1ccc(N=Cc2ccccc2O)cc1	79%*
28	COC(=O)c1sc2nc(N3CCCCC3)c3c(c2c1N)CC(C)(C)OC3	i
29	COc1cc(C)c(Cl)cc1S(=O)(=O)N1CCN(c2nc(C)cc(N(C)C)n2)CC1	?
30	CO[C@H]1CN(C(C)C)C[C@@H]1Nc1ncc(C)c(N(C)C)n1	?
31	Cc1ccc(Cn2cnc3c(oc4ccccc43)c2=O)cc1	i
32	Cc1n[nH]c(C)c1Cc1nc(CN2CCN(C)CC2)no1	i
33	O=S(=O)(NC1CCCCC1)c1cccc2cccnc12	i
34	CCOC(=O)C1(Cc2ccc(F)cc2F)CCCN(C(=O)C2=CC(=O)CC(C)(C)O2)C1 (stereo unspecified)	i
35	CN(C)Cc1cccc(CN(C)c2cc(N(C)C)ncn2)c1	i
36	NC(=O)CN1C(=O)CCSc2ccccc21	i
37	CN(C(=O)CN1CCCC(C(=O)c2cc(F)ccc2F)C1)c1ccccc1 (stereo unspecified)	i
38	CC(CNC(=O)c1cnon1)Oc1cccnc1 (stereo unspecified)	i
39	CN(CC(=O)N1CCN(c2cccc(Cl)c2)CC1)S(=O)(=O)c1ccc2c(c1)CCC(=O)N2	i
40	CN1CCN(CC(=O)N2CCCc3c2c(=O)oc2ccc(O)cc32)CC1	?
41	CN1CCCC2(CCN(c3ncccc3C(=O)O)C2)C1=O (stereo unspecified)	i
42	CC(C(=O)O)n1cnc2scc(-c3ccc(Br)cc3)c2c1=O (stereo unspecified)	i
43	CCc1ccccc1NC(=O)c1ccc(NC(C)=O)cc1	i
44	CC(=O)CSc1nc(-c2cccs2)cc(C(F)(F)F)c1C#N	i
45	CC(=O)c1ccc(NC(=O)[C@H](CSCc2ccccc2)N2Cc3ccccc3C2=O)cc1	i
46	COCc1cc(=O)[nH]c(SCC(=O)Nc2ccc(Cl)cc2Cl)n1	i
47	Cc1ccc(Cl)cc1-n1c(C2CCC2)n[nH]c1=O	i
48	Cn1c(=O)c2[nH]cnc2n(C)c1=O	i
49	CN(C)Cc1c(O)ccc2cc(-c3nc4ccccc4n3C)c(=O)oc12	i
50	COc1cc(NC(=O)c2ccccc2)c(OC)cc1NC(C)=O	i

New compounds follow
No.	SMILES	ST2 inh
51	O=C1CCCN1C1CCCN(CCS(=O)(=O)c2ccccc2)C1 (stereo unspecified)	?
52	CC1=C(C(=O)Nc2ccccn2)C(c2ccccc2)C2=C(CC(C)(C)CC2=O)N1 (stereo unspecified)	i
53	O=C(CCCc1ccccc1)Nc1ccnn1C1CCN(C(=O)c2cncs2)CC1	?
54	Cc1ccc(S(=O)(=O)N(CC(O)CN2C(=O)NC(C)(C)C2=O)c2cccc([N+](=O)[O-])c2)cc1 (stereo unspecified)	i
55	O=C(CN1CCOc2ccccc2C1)NCCn1nnc2ccccc21	i
56	CCC(C)Sc1nc(O)cc(=O)n1-c1ccccc1 (stereo unspecified)	i
57	O=C(CCS(=O)(=O)c1ccc(Br)s1)Nc1ccc(Br)cc1F	i
58	Cc1nc2sc(-c3ccccc3)cc2c(=O)[nH]1	i
59	CCOc1ccc(N(CC(=O)Nc2cccc(F)c2)S(C)(=O)=O)cc1	i
60	CSc1cnn(-c2ccccc2)c(=O)c1SC	i
61	Cc1ccc(OCC(=O)n2nc(C)cc2C)c(Br)c1	i
62	COc1cccc(N=Cc2[nH]c3ccc(Br)c(Cl)c3c2O)c1	?
63	Cc1c(C)n(CC(O)CNc2ccc(Br)cc2)c2ccccc12 (stereo unspecified)	31%*
64	CC(C)N(Cc1ccccc1)C(=O)c1ccc([N+](=O)[O-])cc1	i
65	COc1ccc2cc(-c3[nH]ncc3CNC(c3nc4ccc(C)cc4[nH]3)C(C)C)ccc2c1 (stereo unspecified)	i
66	COc1ccc(C2=N/C(=C\c3ccc(C)cc3)C(=O)O2)cc1[N+](=O)[O-]	?
67	O=C(NCc1ccco1)C1CCNCC1	i
68	CC(=O)NC1=NN(C(C)=O)C2(CCCc3ccccc32)S1 (stereo unspecified)	i
69	CN(C)C(=O)N1CC[C@@H](c2ccc3ccccc3c2)[C@H](O)C1	?
70	CC(=O)c1ccc(NC(=NS(=O)(=O)c2ccc(C)cc2)c2ccccc2)cc1	i
71	CSc1nnc(CC2CCN(Cc3cc(C(C)(C)C)n[nH]3)CC2)n1C	?
72	Cc1n[nH]c(C)c1S(=O)(=O)N1CCC(C(=O)Nc2nc3c(C)cccc3s2)CC1	i
73	COC(=O)c1ccc(C(=O)N=c2sc3cccc(OC)c3n2C)cc1	i
74	CCOc1ccc(NC(=O)c2cc3cc4ccc(OC)cc4nc3o2)cc1	?
75	CCOc1ccccc1CN1CCN(Cc2ccccn2)CC1CCO (stereo unspecified)	i
76	COC(=O)CSC1=C(C#N)C2(CCCCC2)C(c2nc(-c3ccccc3)cs2)C(N)=N1 (stereo unspecified)	i
77	Cc1ccc(-c2cn3c(n2)sc2cc(C)ccc23)cc1	?
78	Cc1cc(NC(=O)c2ccccc2Br)nc2c1c(=O)oc1ccccc12	i
79	COC(=O)CC[C@H]1CNC(=O)[C@@H]2[C@@H](CCN2Cc2ncc[nH]2)N1C	i
80	CC1CCCC(C)N1C(=O)c1ccccc1N (stereo unspecified)	i
81	O=C(c1ccoc1)N1CCC(N2CCCC(C(=O)N3CCOCC3)C2)CC1 (stereo unspecified)	i
82	CC1CCCN(S(=O)(=O)c2cc(Br)ccc2Br)C1 (stereo unspecified)	i
83	CCn1ccnc1CN(C)c1cc(OC)ncn1	i
84	O=[N+]([O-])c1cccc(S(=O)(=O)N2CCSC2c2ccccc2Cl)c1 (stereo unspecified)	?
85	Cc1ccc(N(C(=O)Cn2nnnc2N)C2(C(=O)Nc3ccccc3C)CCCCC2)cc1	?
86	O=C(NC1CCCCCCC1)C1CCCN1S(=O)(=O)c1ccccc1 (stereo unspecified)	i
87	Cc1cccc(Oc2ccc(C(=O)NCC3(O)CCCNCC3)cc2)c1 (stereo unspecified)	i
88	Cc1ccc(Cl)cc1-c1ccc(/C=C/[N+](=O)[O-])o1	51%*
89	O=C1Nc2ccccc2C(O)(C(=O)NCCN2CCOCC2)N1c1ccc(Cl)cc1 (stereo unspecified)	i
90	Cc1nn(CCNC(=O)c2cnc(-c3ccccn3)nc2)c(C)c1Cl	?
91	CCN(CC)C(=O)CSc1nnc(-c2ccccc2)c(-c2ccccc2)n1	i
92	CCC1CCCCN1C(=O)CSc1c2c(nc3ccccc13)CCC2 (stereo unspecified)	i
93	COc1cc(OC)cc(C(=O)Oc2ccccc2NC2=NS(=O)(=O)c3ccccc32)c1	i
94	CCOc1ccc(CNS(=O)(=O)c2ccc3c(c2)NC(=O)CC(=O)N3)cc1	i
95	CC(C)C(NS(=O)(=O)c1cccs1)C(=O)Nc1cccc2c1CCCC2 (stereo unspecified)	i
96	C=CCc1cccc2cc(C(=O)Nc3ccc(C)c(C)c3)c(=O)oc12	i
97	CCOc1ccc(-c2nc3s/c(=C\c4ccc(C)cc4)c(=O)n3n2)cc1	i
98	CC(Oc1cccc(Cl)c1)C(=O)NCC1Cc2cc(-c3ccc(S(C)(=O)=O)cc3)ccc2O1 (stereo unspecified)	i
99	CC(C)(C)c1ccc(S(=O)(=O)N2CCCCC2C(=O)O)cc1 (stereo unspecified)	i
100	COc1cc(C#CC(C)(C)O)c(OC)cc1C#CC(C)(C)O	i

Next structures
No.	SMILES	ST2 inh
101	c1ccc(N2CCC(N3CCC4(CCNCC4)CC3)CC2)cc1	?
102	CCCSc1nnc2c(n1)OC(c1ccncc1)Nc1ccc(Br)cc1-2 (stereo unspecified)	i
103	Cc1ccc(NC(=O)CSc2nc3c(c(=O)n2-c2ccccc2)SCC3)cc1Cl	i
104	CN1C(=O)C2(CCCN(C(=O)CCc3cc(=O)[nH]o3)C2)c2ccccc21 (stereo unspecified)	?
105	Nc1cc(=O)[nH]c(SCc2ccccc2)n1	?
106	COc1ccc(C(=O)Nc2ccc(I)cc2Cl)cc1[N+](=O)[O-]	i
107	COc1ccc(S(=O)(=O)NC(C)c2ccccc2)cc1OC (stereo unspecified)	i
108	O=[N+]([O-])c1ccc(C2=Nn3c(nnc3-c3cccc(Br)c3)SC2)cc1	?
109	C=CCN1C=C(c2ccc3ccccc3n2)C(C#N)c2ccccc21 (stereo unspecified)	?
110	CCCOC(=O)C1=C(C)NC2=C(C(=O)C(C(=O)OC)C(C)C2)C1c1ccc(OC)c(OC)c1 (stereo unspecified)	i
111	CCCCNC(=O)C1(O)c2ccccc2NC(=O)N1c1ccc(OCC)cc1 (stereo unspecified)	i
112	O=c1c2oc3ccccc3c2ncn1Cc1ccccc1Cl	?
113	COc1ccc2[nH]cc(C(=O)c3ccc(C)cc3)c(=O)c2c1	i
114	O=S(=O)(Nc1ccccn1)c1ccc(N=Cc2ccc(Cl)cc2Cl)cc1	?
115	Cc1c(C(=O)Nc2ccccc2C(=O)N2CCCC2)cccc1[N+](=O)[O-]	?
116	CCc1noc(C)c1C(=O)N(CC)CC1CCN(CCc2ccccc2C)CC1	i
117	O=C(c1sc2ccccc2c1Cl)N1CCN(c2ncccn2)CC1	i
118	CCCNC(=O)c1ccccc1C(=O)NCCC	i
119	COc1ccc(Cl)cc1Nc1cc(C)nc2ccc(Cl)cc12	i
120	c1ccc(-c2nc(N3CCCC3)c3ccccc3n2)cc1	i
121	Cc1ccc(NS(=O)(=O)c2c(C)noc2C)c(C)c1	i
122	O=c1[nH]c2ccc(Cl)cc2c(-c2ccccc2)c1N1CCOCC1	i
123	COCCCNC(=O)c1cc2cc3ccc(OC)cc3nc2o1	i
124	COCCN1CCC(CN2CCC3(CCCN(C(=O)C4CCCC4)C3)C2)CC1 (stereo unspecified)	i
125	CCn1ccnc1Cn1ccnc1-c1ccccc1-c1ccco1	?
126	CC(=O)N1c2c(cc(Br)cc2S(=O)(=O)NCc2ccc(F)cc2)CC1C (stereo unspecified)	i
127	CCOC(=O)c1ccc(CN(Cc2ccncc2)S(=O)(=O)c2ccc(C(C)(C)C)cc2)cc1	i
128	O=S(=O)(Nc1ccc2c(c1)OCO2)c1ccc(Oc2ccc(Br)cc2)cc1	?
129	Cc1ccc(-c2cc(F)c3c(c2)CC(CNC(=O)CCc2cccnc2)O3)cc1F (stereo unspecified)	?
